GRP78 ERSR act = ER stress response induction in glioma. 0.02% of 420,000 active. AID 602332. U87-MG GRP78 promoter luciferase reporter, 16 h. Potency, µM, for inactives: at the highest dose activation, usual class: activators; further: potency means the concentration at half of the fitted maximal effect; series mostly up to about 76 µM; % of control where 0% means no effect; nearly all actives have a fitted effect of over 35% in size
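Stably transfected U87-MG human glioma cells carrying a GRP78-based luminescent sensor were seeded at 1000 cells/well, pin-dosed with compounds and incubated 16 h. Luciferase reagent was then added, and end-point luminescence was read after 10 min at room temperature.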
D2 antag = antagonizes the human D2 dopamine receptor; HEK293 TREx D2 cells, calcium flux, dopamine EC80; inhibition, % at 10 µM; 2% of 340,000 active; AID 485344; in the data active means inhibition above about 30%; further: 0% is about no effect
Target sequence (P14416 whole entry, looked up): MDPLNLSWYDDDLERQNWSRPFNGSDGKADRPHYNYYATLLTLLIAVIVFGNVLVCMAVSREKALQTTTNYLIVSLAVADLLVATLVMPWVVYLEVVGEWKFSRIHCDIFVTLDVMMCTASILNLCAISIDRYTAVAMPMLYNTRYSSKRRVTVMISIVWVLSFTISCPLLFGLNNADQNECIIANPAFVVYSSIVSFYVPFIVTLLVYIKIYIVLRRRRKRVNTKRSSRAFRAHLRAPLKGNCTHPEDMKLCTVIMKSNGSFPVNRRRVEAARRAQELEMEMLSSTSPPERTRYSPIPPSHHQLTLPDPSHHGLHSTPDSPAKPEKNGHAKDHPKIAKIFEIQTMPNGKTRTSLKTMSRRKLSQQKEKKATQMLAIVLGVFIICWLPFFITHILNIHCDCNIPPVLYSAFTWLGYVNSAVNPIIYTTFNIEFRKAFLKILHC
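Dopamine at EC80 is the agonist stimulus; test compounds precede it by 180 s. Calcium flux read kinetically in a force-coupled, inducible HEK293 T-REx D2 cell line.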
Vif-APOBEC3G blk = Vif-A3G binding inhibition. HeLa A3G-eYFP + Vif (tagged APOBEC3G with the HIV-1 protein that degrades it), YFP fluorescence, overnight. Potency, µM (highest dose often 46.1 µM), for inactives: at the top dose activity, negative = active, most hits filed as inhibitors. 0.076% of 410,000 active;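 further: potency means the concentration at half of the fitted maximal effect; on the % scale 0 is the no-effect control and ±100 the full control effect; nearly all actives have a fitted effect of over 60% in size; hits raise eYFP signal because A3G escapes Vif-driven loss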
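Read-out is eYFP fluorescence (Ex 488/Em 500-530) from Vif-expressing HeLa A3G-eYFP cells; more signal means A3G escaped Vif-mediated degradation. Cells plated overnight, compound pinned in, incubated overnight at 37 deg C.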
RGS4 inh = human RGS4 inhibition; 0.039% of 390,000 active; Potency, µM (doses to about 114 µM), for inactives: at the highest dose activity change, negative = inhibition, actives largely listed as inhibitors; Transcreener GDP fluorescence polarization, RGS4-accelerated GTP hydrolysis; P49798; further: potency means the concentration at half of the fitted maximal effect; on the % scale 0 is the no-effect control and ±100 the full control effect; nearly all actives have a fitted effect of over 75% in size; some results filed as inactive show a strong effect at the top dose
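MLSMR compounds (23 nl, pin-transferred) preincubated 10 min at room temperature with a 500nM (2x) first reagent, then RGS4 at 900nM (2x) plus Transcreener GDP mix added; fluorescence polarization (620/688 nm) read before and after 90 min at 30 °C.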
ERG-DNA inh = blocks human ERG Ets domain binding to DNA. fluorescence polarization, His-ERG Ets domain / labelled DNA. Potency, µM (doses to about 76.9 µM), inactives show at the highest dose FP activity, negative = inhibition, most hits filed as inhibitors. 0.028% of 370,000 active; active means well fitted inhibition curve with a large enough effect in the polarisation, with a control signal flat; inconclusive means small, poorly fitted or top-dose-only effect, or effect the other way, or a change in a side signal; inactive means no such curve, though single readings can be large or run the other way; the % refers to the polarisation;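 further: polarization taken with two DNA probes labelled with fluorescein and Texas red; potency means the concentration at half of the fitted maximal effect; % of control where 0% means no effect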
Target sequence (P11308 whole entry, looked up, the tested form may be a part): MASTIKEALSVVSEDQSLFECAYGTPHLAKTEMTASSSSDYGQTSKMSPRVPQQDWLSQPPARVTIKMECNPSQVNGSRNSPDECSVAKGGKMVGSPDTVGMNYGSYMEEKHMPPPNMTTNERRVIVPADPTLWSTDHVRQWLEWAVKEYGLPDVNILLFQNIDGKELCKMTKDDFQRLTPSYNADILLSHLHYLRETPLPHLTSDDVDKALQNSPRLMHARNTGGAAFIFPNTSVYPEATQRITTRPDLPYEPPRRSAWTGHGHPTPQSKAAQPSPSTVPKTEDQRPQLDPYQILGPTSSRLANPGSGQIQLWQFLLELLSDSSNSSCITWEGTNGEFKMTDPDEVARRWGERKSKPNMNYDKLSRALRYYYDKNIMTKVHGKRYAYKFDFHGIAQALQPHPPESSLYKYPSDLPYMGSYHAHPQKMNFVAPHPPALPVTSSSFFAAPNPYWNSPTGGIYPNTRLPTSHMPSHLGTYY
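His-tagged ERG Ets domain (1 uM in the protein solution; 300mM KCl, 50mM Tris-HCl, 1mM EDTA, 1mM DTT, pH 7.5) received compound, then a probe mix of 5 nM fluorescein-DNA and 100nM Texas-615-DNA. Fluorescence polarization was read for both dyes.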
ALOX12 inh = inhibitors of human 12S-lipoxygenase ALOX12; P18054; 1.1% of 580,000 active; purified 12hLO, xylenol orange hydroperoxide absorbance; Potency, µM (doses to about 108 µM), for inactives: top-dose activity change, negative = inhibition, usual class: inhibitors; AID 1671190; further: potency means the concentration at half of the fitted maximal effect; on the % scale 0 is the no-effect control and ±100 the full control effect
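Purified human 12hLO at 150 nM in 25 mM Hepes, 0.01% Triton X-100, pH 7.0, preincubated 15 min at room temperature with compound. Reaction started with 40 uM arachidonic acid, 30 min at room temperature. Hydroperoxide measured by Fe-xylenol orange, 573/405 nm absorbance ratio.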
LDHA inh = inhibitors of human lactate dehydrogenase A. P00338. purified LDHA, NADH/diaphorase-resazurin fluorescence; stronger effect = lower value. activity change, % (values are at about 110 or 230 µM). 0.15% of 480,000 active. AID 1347041; in the data active means activity change below about -30%; inconclusive means mostly about -25% to -30%;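 further: plate controls were DMSO wells for no effect and wells without enzyme for full effect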
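Human LDH5 (2 nM) was incubated with 0.06 mM NADH and 0.2 mM pyruvate for 5 min at room temperature in Tris pH 7.4. Remaining NADH was coupled through diaphorase/resazurin, and resorufin fluorescence was read at 0 and 20 min.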
Vif-APOBEC3F blk = Vif-A3F binding inhibition; HeLa A3F-eYFP + Vif (tagged APOBEC3F with the HIV-1 protein that degrades it), YFP fluorescence increase; Potency, µM (top dose mostly 46.1 µM), for the others: top-dose activity, negative = active; 0.2% of 390,000 active; AID 602313; further: potency means the concentration at half of the fitted maximal effect; % of control where 0% means no effect; nearly all actives have a fitted effect of over 65% in size
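Fluorescence increase (Ex 488/Em 500-530) after overnight compound treatment at 37 deg C flags inhibition of Vif-driven A3F-eYFP loss in stable HeLa A3F-eYFP/Vif cells seeded overnight beforehand.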
D2 agonist = agonists of human D2 dopamine receptor. P14416. HEK293 T-REx D2 cells, calcium flux agonist mode. activation, % at 2 µM. 0.53% of 340,000 active. AID 485358;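 active means activation over 3 SD above normal in the single-dose calcium agonist read, cut at about 30% in these data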; further: 0% is about no effect
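HEK293 Trex D2 cells, tetracycline-induced, o/n 30 C 5% CO2; no-wash Ca dye, RT 30–90 min; 10-cycle baseline, 23 nl cpd added, kinetic Ca read 180 s; agonist hits = positive Ca response.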
Active calls of the source: *; i = inactive; ? = inconclusive; nt = no result given; [ ] = another dose, or the depositor's remark. Unless noted, the call rests on the fitted dose curve; in most records, active means well fitted curve in the direction sought with a large enough effect; inconclusive means small, poorly fitted or top-dose-only effect, or another doubt; inactive means no such curve, though single readings can be large; an effect the other way counts as inactive or inconclusive. These rows are one share of the data; the hit share may differ from the screen's.

Value order – GRP78 ERSR act	D2 antag	Vif-APOBEC3G blk	RGS4 inh	ERG-DNA inh	ALOX12 inh	LDHA inh	Vif-APOBEC3F blk	D2 agonist
CC(=O)N1c2ccc(S(=O)(=O)N3CCCC(C(=O)N4CCCCC4)C3)cc2CC1C (configuration not stated)
    1.3%	-0.5	7.5%	4.7%	-2.9%	-9.5%	-4.1	-0.6%	-0.4
CCOC(=O)c1cc2c(C)n(-c3ccc(OCC)cc3)c(C)c2ccc1=O
    8.3%	12.4	-6.3%	-8.4%	-0.4%	39.8µM*	-2.3	-2.5%	1.8
O=C(NCc1cccnc1)C(=O)NCC1OCCCN1S(=O)(=O)c1cc(F)ccc1F (configuration not stated)
    -1.4%	nt	-0.4%	nt	nt	5.2%	-5.7	5.9%	nt
Cc1c(C(=O)OCC(=O)Nc2c(C)n(C)n(-c3ccccc3)c2=O)cccc1[N+](=O)[O-]
    -1.4%	-0.7	0.2%	-45.3%[56.9 µM]	-6.5%	-0.4%	-0.5	-1.8%	2.1
Cc1c(CCNS(=O)(=O)c2ccccc2)sc2nc(-c3ccc(Cl)cc3)nn12
    -4.2%	nt	1.3%	10.4%	-8.7%	1.1%	-6.1	-21.1%	1.6
COc1ccc(N2C(=O)CC(Nc3ccc(C(=O)O)cc3)C2=O)cc1OC (configuration not stated)
    -0.5%	1.5	0.2%	-8.6%	4.9%	-11.4%	0.1	-13.5%	1.4
Cc1ccc(NC(=O)CN2C(=O)NC(Cc3c[nH]c4ccccc34)C2=O)cc1 (configuration not stated)
    -1.9%	3.2	0.4%	22.9%	-0.7%	?	-7.2	5.2%	-0.1
CCCn1cc(CN2CCC(C(=O)Nc3cccc(-c4cscn4)c3)CC2)c(C)n1
    -0.9%	9.2	2.3%	22.9%	1.1%	10.0%	-1.7	0.2%	1.0
Cc1c(Cl)cccc1Nc1nn2c(=O)c3ccc(C(=O)NCCC4=CCCCC4)cc3nc2s1
    -0.6%	nt	-10.7%	-14.8%	5.8%	-12.8%	-3.2	?	0.8
COc1ccccc1Cn1c(=S)[nH]c2cc(C(=O)N3CCC(C(N)=O)CC3)ccc2c1=O
    1.8%	13.6	1.3%	11.3%	1.4%	?	0.4	3.3%	0.5
COc1cc(C(N)=O)cc(Cl)c1OCc1ccccc1
    1.4%	3.6	-6.8%	-4.6%	nt	-13.3%	-8.0	0.0%	-0.7
O=[N+]1C2=C(CCCC2)N([O-])C12CCCC2
    -2.4%	5.4	-5.6%	-14.7%	nt	17.0%	14.9	0.2%	0.7
CC(=O)N1N=C(c2cccc([N+](=O)[O-])c2)OC1c1cccc(Br)c1 (configuration not stated)
    3.7%	-25.0	-6.2%	1.3%	-6.4%	1.6%	0.0	-10.9%	0.4
O=C(Nc1ccc(C(F)(F)F)cc1)N1CCN(c2ccnc3cc(Cl)ccc23)CC1
    -7.4%	5.3	-4.6%	-11.9%	29.8%	97.7%[activator]	1.8	13.2%	-1.0
COc1ccc(Br)cc1CN1CCN(C(=O)c2ccc(OC)c(OC)c2)CC1
    -3.0%	nt	-5.9%	21.9%	2.5%	?	-22.1	-19.9%	nt
Cc1ccccc1C(=O)NC1CCN(CC(=O)NCc2ccccc2)CC1
    -0.7%	-2.7	-6.3%	-4.0%	-6.2%	-10.1%	-8.1	4.2%	0.2
O=S(=O)(Nc1nccs1)c1ccc(NS(=O)(=O)c2c(F)cc(F)c(Cl)c2F)cc1
    -2.2%	nt	5.3%	0.3%	-3.6%	-12.5%	-6.0	0.4%	nt
O=C(CCCN1C(=O)C(c2ccccc2)Oc2cccnc21)Nc1ccccc1C(F)(F)F (configuration not stated)
    -2.7%	nt	1.6%	-3.1%	-0.1%	-17.3%	-2.6	-9.7%	1.1
Cc1ccc(-c2nc(CN3CCCCC3)cc(CN3CCCCC3)c2O)cc1
    7.0%	-13.8	3.3%	-34.4%	-3.1%	-13.5%	1.5	11.0%	0.1
COc1ccc(C(O)(C(C)C)C(CN2CCOCC2)c2ccc(Cl)cc2)cc1 (configuration not stated)
    -2.4%	nt	-1.7%	13.4%	4.3%	-7.8%	-6.2	-16.4%	nt
COC(=O)c1ccc(-c2noc(CN(Cc3nccn3C)C(C)C)n2)cc1
    -1.4%	-8.1	-0.5%	?	-0.1%	32.7%[activator]	-6.5	5.0%	-1.1
Cc1ccc(NS(=O)(=O)c2ccc(C)c(C(=O)NCC(c3ccccc3)N(C)C)c2)cc1 (configuration not stated)
    2.4%	1.4	2.2%	-6.1%	11.0%	0.9%	1.9	0.9%	0.8
CCOC(=O)c1ccc(NC(=O)CSc2nc(NC(=O)c3ccccc3)c3c(C)c(C)oc3n2)cc1
    -0.6%	14.4	-0.2%	-18.4%	-3.3%	-13.1%	-9.6	3.0%	0.1
Cc1nc(C2COc3ccccc3O2)sc1C(=O)O (configuration not stated)
    1.4%	-14.1	-5.4%	-19.5%	-7.2%	0.0%	2.0	-2.2%	-0.7
Cc1noc(C)c1COC(=O)COc1ccc2c(C)cc(=O)oc2c1
    7.8%	-35.1	-0.5%	-1.6%	7.6%	-21.9%	-3.8	nt	0.6
CCc1ccccc1S(=O)(=O)Cc1ccc(C(=O)NCC2CCCO2)o1 (configuration not stated)
    -2.7%	9.5	0.2%	-28.0%	-4.0%	-7.1%	0.0	-1.5%	-0.2
CC12CCC(=O)N1C(C(=O)N1CCN(S(=O)(=O)c3ccc(F)c(F)c3)CC1)CS2 (configuration not stated)
    -3.8%	19.4	-0.8%	0.2%	1.4%	-3.9%	-4.7	-5.3%	0.3
CCOc1cc(/C=N/N=C(/N)c2nonc2N)cc(Br)c1OCc1ccc(Cl)cc1
    1.1%	8.3	-16.2%	-7.7%	-17.4%	0.0%	-6.2	?	0.7
Cc1c(C(=O)N2CCC3(CC2)CC(=O)c2ccccc2O3)cccc1[N+](=O)[O-]
    0.9%	-2.0	2.7%	-13.9%	4.8%	-36.7%	1.7	-1.3%	0.8
COc1cccc(NC(=O)c2nc3ncccn3n2)c1
    ?	11.0	0.7%	3.4%	-4.3%	i	-4.5	-11.3%	-0.1
CN1CCC(N(C)C(=S)Nc2ccc(SC(F)F)cc2)CC1
    -2.6%	2.6	3.6%	-38.7%	-2.9%	-17.0%	0.5	2.2%	-0.3
CCCC1CCC(c2ccc(OCC)cc2)=CC1=O (configuration not stated)
    2.4%	3.8	1.1%	-17.0%	22.4%	5.8%	-2.4	-29.3%	-1.6
COc1ccc(C)c(S(=O)(=O)Nc2ccc(OCC(=O)O)cc2)c1
    -4.2%	6.9	-5.4%	2.9%	-2.2%	-26.2%	-2.7	0.4%	-0.7
COc1ccc(C(=O)Nc2nc3ccccc3s2)c(OC)c1
    -14.0%	3.6	-6.4%	-44.0%[56.9 µM]	-2.4%	38.3%	-5.4	0.2%	0.4
COC(=O)c1ccccc1NC(=O)/C=N/O
    -3.2%	-38.5	-2.1%	-1.8%	1.0%	22.6%[57.4 µM]	-2.2	1.8%	-1.8
COCCn1c(SCc2cccnc2)nnc1-c1ccco1
    -2.9%	-0.3	0.8%	-27.0%	-1.1%	64.6%[activator]	-4.9	5.2%	-0.3
CC(=O)Nc1cccc(-c2cc(NC(C)=O)c3ncc(-c4cccc(C(C)=O)c4)n3c2)c1
    19.2%	nt	?	nt	nt	-17.5%	-2.2	nt	nt
COc1cc2c(cc1NC(=S)NC(=O)c1c(OC)cccc1OC)oc1ccccc12
    -0.1%	-6.8	-14.4%	-13.8%	8.5%	?	-3.5	0.8%	3.4
COc1ccc(CCNC(=O)Cn2cnc3c2c(=O)n(C)c(=O)n3C)cc1OC
    -6.3%	-11.5	0.8%	31.0%	1.0%	10.8%	1.8	1.8%	0.3
CCOC(=O)c1c(NC(=O)CCN2C(=O)c3ccccc3C2=O)sc(C(=O)OC(C)C)c1C
    -5.5%	-1.4	-2.1%	-8.8%	-3.8%	0.0%	-1.1	-11.5%	-0.2
O=C(Nc1ccc(F)c(Cl)c1)c1cc(C2CCCCN2C(=O)C2CC2)on1 (configuration not stated)
    0.1%	nt	0.3%	nt	nt	-10.3%	-1.8	nt	nt
CCOC(=O)C1=C(CSc2nc3c(cc2C#N)CN(C)CC3)OC(N)=C(C#N)C1c1ccccc1 (configuration not stated)
    -2.9%	-8.5	-7.8%	-13.5%[11.4 µM]	4.5%	-1.1%	4.0	-5.7%	0.0

Single entries from above.
`CCOC(=O)c1ccc(NC(=O)CSc2nc(NC(=O)c3ccccc3)c3c(C)c(C)oc3n2)cc1` in ALOX12 inh is listed with -13.1%
`O=C(Nc1ccc(F)c(Cl)c1)c1cc(C2CCCCN2C(=O)C2CC2)on1` (configuration not stated) in GRP78 ERSR act is listed with 0.1%

Assay outcomes (PubChem)
